# HCMV inh: inhibitors of human cytomegalovirus. HFF cells, HCMV-luciferase reporter, 72 h; hits give low values. activity change, negative = inhibition, % at 57.5 µM. actives 4.5% (n = 410,000); in the data active means activity change below about -60%; inconclusive means no clear call, values can overlap the other calls; inactive means above about -39%
#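 Inhibition of viral replication was scored as loss of reporter luminescence in HFFs infected with HCMV-luciferase (MOI 1 PFU/cell) for 72 h; compounds tested at 2 doses, normalized to buffer and Salinomycin controls.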
# AmpC no deterg: AmpC beta-lactamase inhibition without detergent; P00811; AmpC nitrocefin hydrolysis, absorbance 480 nm, 0.0001% Triton; Potency, µM (highest dose often 57.1 µM), for the others: top-dose activity change, negative = inhibition, actives largely listed as inhibitors; actives 0.52% (n = 330,000);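 further: potency means the concentration at half of the fitted maximal effect; plate controls were no compound for no effect and no enzyme for full effect; nearly all actives have a fitted effect of over 20% in size; some results filed as inactive show a strong effect at the top dose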
# Target sequence (P00811 whole entry, looked up): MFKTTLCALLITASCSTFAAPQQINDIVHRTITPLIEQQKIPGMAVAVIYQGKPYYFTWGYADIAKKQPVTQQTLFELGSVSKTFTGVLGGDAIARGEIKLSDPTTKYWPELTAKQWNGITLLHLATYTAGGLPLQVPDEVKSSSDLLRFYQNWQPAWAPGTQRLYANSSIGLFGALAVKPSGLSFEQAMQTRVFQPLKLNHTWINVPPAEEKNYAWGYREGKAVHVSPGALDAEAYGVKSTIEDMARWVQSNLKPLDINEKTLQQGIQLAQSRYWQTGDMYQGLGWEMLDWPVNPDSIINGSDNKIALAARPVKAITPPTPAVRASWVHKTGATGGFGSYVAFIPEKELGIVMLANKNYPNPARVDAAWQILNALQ
#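 20 mM phosphate pH 7.0 + 0.01% (detergent screen) or 0.0001% Triton X-100; 5.3 nM AmpC reagent; cpd preinc 15 min RT; nitrocefin (800 uM stock) to start; A480 q20 s × 4 min; Activity was normalised to no-enzyme and no-compound control wells.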
# FBPA Giardia inh: inhibitors of Giardia lamblia fructose-1,6-bisphosphate aldolase; Potency, µM (top dose mostly 59.6 µM), without a hit: at the highest dose activity, negative = inhibition, hits mostly inhibitors; A8B2U2; actives 0.71% (n = 290,000); purified Giardia FBPA; further: potency means the concentration at half of the fitted maximal effect; nearly all actives have a fitted effect of over 55% in size
# Target sequence (A8B2U2 whole entry, looked up): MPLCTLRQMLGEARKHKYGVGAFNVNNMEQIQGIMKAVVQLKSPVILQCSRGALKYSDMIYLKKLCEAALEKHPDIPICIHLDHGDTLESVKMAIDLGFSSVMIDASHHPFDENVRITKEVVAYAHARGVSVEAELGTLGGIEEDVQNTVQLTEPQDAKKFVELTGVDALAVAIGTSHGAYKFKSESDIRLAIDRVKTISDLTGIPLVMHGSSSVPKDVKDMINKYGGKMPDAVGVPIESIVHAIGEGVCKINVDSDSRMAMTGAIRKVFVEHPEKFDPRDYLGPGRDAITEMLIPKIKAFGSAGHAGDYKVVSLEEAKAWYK
#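 40 nM FBPA preincubated 10 min at RT with compound (up to 57.5 uM final), then substrate plus GAPDH/TPI/NAD/arsenate coupling and diaphorase/resazurin added. Fluorescence read after 20 min at RT, 525/598 nm.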
# HCV inhibitor: inhibitors of hepatitis C virus infection; Huh7.5.1 HCVcc-Cre infection, luciferase reporter, 44 h; Potency, µM (series often up to 41.8 µM), without a hit: at the top dose activity change, negative = inhibition, usual class: inhibitors; actives 3.4% (n = 340,000); further: potency means the concentration at half of the fitted maximal effect
#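 A cell-based infection assay in which seeded cells (1,000 per well) receive test compound after 4 h, are inoculated with HCVcc-Cre at approximately 0.5 moi, and are incubated 44 h before luminescence detection.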
# Sm TGR inh: blocks Schistosoma mansoni thioredoxin glutathione reductase; AID 485364; actives 3% (n = 360,000); Potency, µM (titrated, usually from 114 µM), without a hit: top-dose activity change, negative = inhibition, actives largely listed as inhibitors; Q962Y6; purified TGR, DTNB reduction, TNB absorbance 405 nm; further: potency means the concentration at half of the fitted maximal effect; nearly all actives have a fitted effect of over 60% in size
#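 TGR 20 nM + NADPH 100 uM (dispensed conc.), cpd preinc 15 min RT; start with NADPH (500 uM addition) then DTNB (15 mM addition). Kinetic TNB absorbance, 405 nm filter. Four-parameter Hill fit across titration.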
# AmpC inh detg: blocks E. coli AmpC beta-lactamase in detergent assay. P00811. AID 485294. actives 0.041% (n = 370,000). AmpC hydrolysis of nitrocefin, absorbance 480 nm, 0.01% Triton. Potency, µM (titrated, usually from 114 µM), for inactives: top-dose activity change, negative = inhibition, actives largely listed as inhibitors;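 further: potency means the concentration at half of the fitted maximal effect; 0% = no-compound wells and -100% = no-enzyme wells; nearly all actives have a fitted effect of over 25% in size; some results filed as inactive show a strong effect at the top dose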
#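 AmpC (5.3 nM in the dispensed reagent) in 20 mM phosphate pH 7.0 with 0.01% (detergent screen) or 0.0001% Triton X-100 was preincubated with compounds for 15 min at room temperature. Nitrocefin was then added from an 800 uM solution, and hydrolysis was followed at 480 nm.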
# Numbers without * were called inactive; ? = inconclusive; . = no result given; & = joins results of further samples; [ ] = another dose, or the depositor's remark. Unless noted, the call rests on the fitted dose curve; in most records, active means well fitted curve in the direction sought with a large enough effect; inconclusive means small, poorly fitted or top-dose-only effect, or another doubt; inactive means no such curve, though single readings can be large; an effect the other way counts as inactive or inconclusive. Unless noted, on the % scale 0 is the no-effect control and ±100 the full control effect. Random draw from the library. Share with any hit: about 9.9%.
SMILES,HCMV inh,AmpC no deterg,FBPA Giardia inh,HCV inhibitor,Sm TGR inh,AmpC inh detg
CCCCOC(=O)n1c(SCC(=O)N(C)C)nc2ccccc21,-28,130%[activator],1%,.,-11%,-12%
Cc1ccc(NC(=O)CSc2nc(-c3cccs3)cc(C(F)(F)F)n2)cc1C,-19,.,.,.,16%,10%
COc1ccc(-c2noc(CCC(=O)NCC3CCN(Cc4cccc(C)c4)CC3)n2)cc1,-32,70%[activator],1%,?,-5%,-14%
Cc1[nH]c2ccccc2c1-c1csc(N)n1,-7,-39%,-30%,1%,-11%,-11%
CCN(CC)C(=O)c1sc(NC(=O)C(Sc2ccccc2)c2ccccc2)c(C(=O)OC(C)C)c1C (configuration not stated),-3,23%,-10%,10µM*,-4%,-1%
CC(Oc1ccc(Br)cc1)C(=O)NCC(C)(C)N1CCOCC1 (configuration not stated),2,25%,.,0%,6%,-1%
Cc1ccc(S(=O)(=O)c2c(Nc3cccc(Cl)c3)sc(C(=O)c3ccc4c(c3)OCO4)c2N)cc1,10,.,.,.,-2%,28%
CN1C(=O)C(C)(C)c2cc(S(=O)(=O)N3CCC(C(=O)NCc4ccccc4Cl)CC3)ccc21,12,83%[activator],11%,-2%,6%,-13%
Cc1ccc(S(=O)(=O)N2CCCCC2)cc1NC(=O)c1cnccn1,8,-8%,.,-10%,1%,0%
CC(C)(CNc1ccc([N+](=O)[O-])cc1Cl)CNS(C)(=O)=O,-36,3%,-11%,?,30%,0%
COc1ccc(C(=O)Nc2cccc(/C(C)=N\NC(=O)c3ccoc3C)c2)cc1OC,106,3%,-10%,?,-14%,1%
O=C(COC(=O)CCNS(=O)(=O)c1ccc(Cl)cc1)Nc1ccccc1OC(F)F,-15,-22%,.,3%,1%,?
Cc1c(N(C)S(=O)(=O)c2cccc(C(=O)NC(C)C)c2)c(=O)n(-c2ccccc2)n1C,-18,8%,-10%,-7%,-11%,-14%
Cc1c(CN2CCN(CC(C)C)C(CCO)C2)[nH]c2ccc(Cl)cc12 (configuration not stated),17,63%[activator],1%,-25%,-23%,3%
Cc1ccc(-n2c(/C=C/c3cccc4ccccc34)nc3ccccc3c2=O)cc1,-14,.,.,.,7%,-4%
CCOc1ccc(C(=O)NNC(=O)CN2C(=O)NC3(CCCC3)C2=O)cc1,-102*,-11%,.,-2%,2%,-4%
C=CCN1c2ccccc2[C@]23C[C@@H](C(=O)OC)N(C(=O)OCC)C2=NC(C(=O)OC)=C(C(=O)OC)[C@H]13,13,.,4%[12.9 µM],8%,.,.
Cc1ccc(S(=O)(=O)/N=C(\CN2CCOCC2)N2CCOCC2)cc1,20,-4%,1%,2%,11%,-5%
Cc1cc(=O)oc2cc(Oc3ncccn3)ccc12,3,-22%,2%,19%,3%,1%
CC1CC(C)CN(S(=O)(=O)c2ccc(C(=O)NCCCn3ccnc3)cc2)C1 (configuration not stated),.,23%,9%,11%,2%,-17%

# Brought forward from above: 3 entries, then new ones.
SMILES,HCMV inh,AmpC no deterg,FBPA Giardia inh,HCV inhibitor,Sm TGR inh,AmpC inh detg
Cc1ccc(S(=O)(=O)/N=C(\CN2CCOCC2)N2CCOCC2)cc1,20,-4%,1%,2%,11%,-5%
Cc1cc(=O)oc2cc(Oc3ncccn3)ccc12,3,-22%,2%,19%,3%,1%
CC1CC(C)CN(S(=O)(=O)c2ccc(C(=O)NCCCn3ccnc3)cc2)C1 (configuration not stated),.,23%,9%,11%,2%,-17%
CC1CCN(c2nc(-c3ccccc3)c(C#N)c(=O)[nH]2)CC1,30,-18%,6%,28%,9%,-9%
COc1ccc(C(=O)Nc2nnc(CCS(=O)(=O)c3ccc(C)cc3)s2)cc1,-19,-25%,4%,9%,10%,1%
O=C(c1ccc2c(Cl)c3c(nc2c1)CCCC3)N1CCN(c2ccc(F)cc2)CC1,-22,-1%,0%,?,-6%,-20%
C=CCN(CC=C)C(=O)Cn1cnc([N+](=O)[O-])n1,4,-8%,-8%,13%,7%,-13%
Cc1cc(C)c2c(-n3cccc3)n[nH]c2n1,-32,-5%,0%,-4%,-20%,-5%
CCc1ccc(-n2c(SCc3cccc(F)c3)nc3[nH]ncc3c2=O)cc1,-40,.,.,.,-4%,1%
CCCOc1ccc(CC(=O)NNC(=S)Nc2ccccc2)cc1Br,37,-37%,23%,3%,1%,-2%
Cc1ccc(C(=O)NC(C)c2ccccc2)o1 (configuration not stated),-17,-17%,3%,15%,?,-1%
c1csc(-c2nnsc2-c2nc3ccccc3[nH]2)c1,-21,-40%,-2%,-3%,1%,-3%
CCOC(=O)COc1ccc2c3c(c(=O)oc2c1C)CCC3,12,-16%,2%,1%,3%,7%
O=C(NCCc1ccccc1)C(=O)NCC(c1cccnc1)N1CCN(c2ccc(F)cc2)CC1 (configuration not stated),-24,.,.,.,-14%,-7%
COc1ccc(CNC(=O)CN(C(=O)CCC(=O)Nc2ccccn2)c2ccc(C)cc2)cc1,-16,36%,-21%,-13%,-24%,-12%
Cc1ccc(C)c(NC(=O)COC(=O)c2cc(=O)c3ccccc3o2)c1,.,-6%,.,1%,6%,-4%
CC(=O)N1c2c(cc(Br)cc2S(=O)(=O)N2CCOCC2)CC1C (configuration not stated),-1,12%,4%,12%&14%,-3%,4%
[O-][N+]12CC[N+]([O-])(CC1)c1ccccc12,13,-12%,-3%,20%,7%,-5%
C#CCOc1ccccc1CNC1CCN(Cc2ccccc2)CC1,?,-6%,?,?,-12%,-2%
CCCC12CN3CC(CCC)(CN(C1)C3c1ccc(OC(C)C)cc1)C2=O (configuration not stated),3,.,.,.,-1%,6%
Nc1cccc2c1C(=O)N(C(=O)c1ccc(Cl)c(S(=O)(=O)N3CCCCCC3)c1)C2=O,8,-39%,1%,11%,2%,3%
Cc1c(/C=N/NC(N)=O)c2ccccn2c1C(=O)c1ccc(F)cc1,-13,0%,-23%,0%,5%,-2%
Nc1c(C(=O)c2ccccc2O)cnn1-c1ccc(S(=O)(=O)N2CCOCC2)cc1[N+](=O)[O-],?,-28%,3%,.,.,-3%

# Reprinted at random: three records from the list
SMILES,HCMV inh,AmpC no deterg,FBPA Giardia inh,HCV inhibitor,Sm TGR inh,AmpC inh detg
O=C(NCCc1ccccc1)C(=O)NCC(c1cccnc1)N1CCN(c2ccc(F)cc2)CC1 (configuration not stated),-24,.,.,.,-14%,-7%
CC(Oc1ccc(Br)cc1)C(=O)NCC(C)(C)N1CCOCC1 (configuration not stated),2,25%,.,0%,6%,-1%
O=C(COC(=O)CCNS(=O)(=O)c1ccc(Cl)cc1)Nc1ccccc1OC(F)F,-15,-22%,.,3%,1%,?

# Next entries
SMILES,HCMV inh,AmpC no deterg,FBPA Giardia inh,HCV inhibitor,Sm TGR inh,AmpC inh detg
COc1ccc(-c2nc(SC(C)C(=O)c3c(N)n(C)c(=O)n(C)c3=O)n[nH]2)cc1 (configuration not stated),-3,-44%,.,14%,0%,-1%
COc1cc(Cl)c(NS(=O)(=O)c2ccc3c(c2)CC(C)N3C(=O)C2CCC2)c(OC)c1 (configuration not stated),-86*,.,.,.,20%,20%
COc1cc(C(=O)COC(=O)c2cccs2)cc(OC)c1OC,-2,30%,.,-13%,.,.
c1ccc2c(-c3[nH]ncc3CNCCCn3ncc4ccccc43)cccc2c1,?,76%[activator],-9%,10µM*,-15%,-6%
CCOC(=O)c1nn(-c2ccc(Cl)cc2C)ccc1=O,-29,-12%,6%,11%,2%,-9%
CC(=O)NS(=O)(=O)c1ccc(NC(=O)c2cc(-c3cccs3)nc3ccccc23)cc1,?,-25%,-1%,15%,-11%,?
COc1ccc(CC(=O)Nc2sc3c(c2C(=O)Nc2c(C)cccc2C)CCCCC3)cc1,-70*,.,.,.,4%,-1%
O=C(Nc1cccc(S(=O)(=O)N2CCOCC2)c1)c1cc2ccccc2o1,24,-8%,0%,?,7%,1%
Cc1cccc(C)c1OCC(=O)Nc1cccc(C(=O)O)c1,110,-23%,21%,24%,.,-2%
N#CC1=C(N)Oc2c(ccc3cccnc23)C1c1ccncc1 (configuration not stated),0,-17%,-16%,-17%,-14%,-5%
CSc1nc(N)c2c3c(sc2n1)CN(C)CC3,29,-11%,-12%,?,-24%,-6%
COc1ccc(NC(=O)c2nc[nH]c2C(=O)N[C@H](C)c2ccccc2)cc1,?,4%,-26%,?,1%,1%
OC(COCC1COc2ccccc2O1)CN1CCCCC1 (configuration not stated),-25,-3%,-4%,-9%,-11%,-5%
Cc1nc(N/N=C/c2cccc(F)c2)cc(N2CCOCC2)n1,11,77%[activator],-13%,?,6%,?
CCSc1nnc2c(n1)OC(c1ccc(C)s1)Nc1ccccc1-2 (configuration not stated),2,.,.,.,2%,1%
COc1ccc2c(c1)CC(C(=O)NCCCN1CCN(c3ccc(F)cc3)CC1)CO2 (configuration not stated),-28,.,.,.,-10%,11%
CC(=O)c1cc(C(=O)N2CCc3c([nH]c4ccccc34)C2C2CCCCC2)[nH]n1 (configuration not stated),31,-46%,-10%,-7%,.,?
O=C(COc1ccc(Cl)cc1)N(Cc1ccco1)C1CCS(=O)(=O)C1 (configuration not stated),9,9%,-2%,6%,?,-10%
NC(=O)N1c2ccccc2C=Cc2ccccc21,-19&-22,-23%&-14%,4%,?,9%&0%,-12%&4%
O=C(Nc1ccc(Oc2ccc(NC(=O)c3ccco3)c(NC(=O)c3ccco3)c2)cc1)c1ccco1,?,-4%,-1%,25µM*,-21%,0%
Cc1ccc(S(=O)(=O)N2CCC(C(=O)Nc3cccnc3)CC2)cc1,9,-6%,.,0%,.,.
CC(C)(C)OC(=O)N1CCCN(C(=O)Nc2ccc(OC(F)(F)F)cc2)CC1,?,71%[activator],-2%,-24%,3%,4%
O=C(CCSc1nc2ccccc2o1)N1CCOCC1,94,-16%,0%,-6%,-2%,-8%
Cc1noc(C)c1COc1ccc(C(=O)Nc2cccnc2)cc1,-5,-5%,-4%,-16%,-3%,7%
CC(C)(C)NC(=O)CN(C(=O)CS(=O)CC(=O)Nc1ccc(F)cc1)c1ccccc1 (configuration not stated),-7,18%,10%,.,-5%,?
COC(=O)CNC(c1ccccc1)c1cc(C)ccc1NC(=O)c1cccc(Cl)c1 (configuration not stated),-18,-22%,0%,?,0%,-9%
COc1n[nH]c(C(=O)NCc2ccccc2)c1[N+](=O)[O-],9,-12%,-5%,-1%,-4%,-13%
CC#CCc1cc2ccccc2c(=O)o1,7,-20%,6%,9%,4µM*,-1%
CCCCn1cnc(C(=O)OCC)c1N,11,-10%,0%,3%,0%,-9%
COc1ccc(CN(C)C(=O)/C=C/c2ccc(S(=O)(=O)N3CCOCC3)cc2)cc1F,-29,147%[activator],.,?,-1%,?
Cn1c(Cn2cnc(Cl)c2Cl)nc2ccccc21,-14,4%,-1%,17%,7%,0%
O=C1CCCCN1CCCC(=O)N1CCCC(Nc2ccc(F)cc2)C1 (configuration not stated),5,-2%,.,20%,?,0%
CCC(=O)Nc1ccc(Oc2ccc3c(c2)C(=O)N(c2ccc(O)cc2)C3=O)cc1,14,-4%,3%,2%,-8%,-8%
CN(C)c1ccc(/C=C/c2ccc3ccccc3[n+]2C)cc1,-99*,-22%,-9%,0.89µM*,1%,-3%
